RBX1-CUL1 inh – blocks human RBX1-Cullin-1 di-ubiquitin formation; in vitro K48 di-Ub FRET, acceptor:donor ratio, 45 min; inhibition, % at 10 µM; 140,000 tested, 0.6% active; AID 1347404; in the data active = inhibition above about 25%
Target sequence (P62877 whole entry, looked up): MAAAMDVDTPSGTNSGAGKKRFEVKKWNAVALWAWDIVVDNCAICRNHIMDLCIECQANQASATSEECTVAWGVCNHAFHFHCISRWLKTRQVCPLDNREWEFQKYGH
Target sequence (Q13616 whole entry, looked up): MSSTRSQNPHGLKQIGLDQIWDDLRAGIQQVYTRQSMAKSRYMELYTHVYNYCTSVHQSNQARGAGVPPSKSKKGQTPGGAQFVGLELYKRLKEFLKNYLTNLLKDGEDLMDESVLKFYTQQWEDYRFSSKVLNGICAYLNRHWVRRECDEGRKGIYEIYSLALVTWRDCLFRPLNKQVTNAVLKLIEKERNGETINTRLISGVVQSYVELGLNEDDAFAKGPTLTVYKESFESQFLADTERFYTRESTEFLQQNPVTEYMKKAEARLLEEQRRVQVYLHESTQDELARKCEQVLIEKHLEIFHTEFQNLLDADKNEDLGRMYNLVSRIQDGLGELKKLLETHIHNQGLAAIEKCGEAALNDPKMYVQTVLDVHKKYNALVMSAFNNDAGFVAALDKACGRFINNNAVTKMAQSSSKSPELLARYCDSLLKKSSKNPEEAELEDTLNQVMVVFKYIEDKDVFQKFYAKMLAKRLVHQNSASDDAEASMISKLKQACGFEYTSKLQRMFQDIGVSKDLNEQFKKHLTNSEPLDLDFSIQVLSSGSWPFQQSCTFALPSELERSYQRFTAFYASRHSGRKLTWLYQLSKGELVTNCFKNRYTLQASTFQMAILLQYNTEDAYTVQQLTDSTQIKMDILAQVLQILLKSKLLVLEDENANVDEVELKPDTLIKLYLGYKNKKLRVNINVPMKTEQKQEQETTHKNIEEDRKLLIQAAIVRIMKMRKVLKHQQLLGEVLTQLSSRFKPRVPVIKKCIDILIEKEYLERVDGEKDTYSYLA
Active calls of the source: *.

Screening CN(CC(=O)NCc1ccco1)C1CCCCC1 returned RBX1-CUL1 inh -1.
`CC(C)Oc1ccc(C(=O)N(Cc2ccco2)c2ccccn2)cc1` gave RBX1-CUL1 inh 1.
CC(C)CC(=O)Nc1ccc(N2CCCCC2C)cc1 (configuration not stated) was read as RBX1-CUL1 inh 12.
Screening O=C(Nc1ccc(Br)cc1F)c1ccc(NS(=O)(=O)c2cccc(F)c2)cc1 returned RBX1-CUL1 inh 4.
CN(C)CCNCc1ccc(-c2ccc(Br)cc2)o1 was read as RBX1-CUL1 inh 4.
For Cc1cccc(C)c1OCC(=O)Nn1c(COc2ccccc2)nc2ccccc2c1=O the results were RBX1-CUL1 inh 1.
`COc1cc(S(=O)(=O)N2CCN=C2c2ccccc2)c(OC)cc1Cl` gave RBX1-CUL1 inh 4.
`CCCC(=O)Nc1ccc2nc(SCC(=O)N3CCN(c4ccc(Cl)cc4)CC3)sc2c1` gave RBX1-CUL1 inh 1.
CC(C)N1C(=O)C(C=Nc2cc(Cl)c(Cl)cc2Cl)C(=O)N(CCc2ccccc2)C1=O (configuration not stated) was read as RBX1-CUL1 inh 2.
Screening CCn1cc([N+](=O)[O-])c(C(=O)N(C(=O)c2c([N+](=O)[O-])cnn2CC)c2cc(OC)ccc2OC)n1 returned RBX1-CUL1 inh -1.
For Cc1cccc(-n2nc(C(=O)Nc3ccccc3)n3c(=O)cc(-c4ccccc4)nc23)c1 the results were RBX1-CUL1 inh -2.
`COc1ccc(Cl)cc1-c1nc(N)nc(Nc2ccc(C)cc2)n1` gave RBX1-CUL1 inh -10.
`Cc1nc(-c2ccc(N3CCC(NCc4nccn4C)CC3)cc2)cs1` gave RBX1-CUL1 inh -2.
Screening O=C(Cc1c(C(=O)O)[nH]c2ccccc12)Nc1cccc(C(F)(F)F)c1 returned RBX1-CUL1 inh -2.
CC1=NN(c2ccc(C)c(C)c2)C(=O)/C1=C\C1C(=O)NC(=S)NC1=O was read as RBX1-CUL1 inh 11.
CCCC1=NN2C(=N)/C(=C/c3ccc4c(c3)OCO4)C(=O)N=C2S1 was read as RBX1-CUL1 inh 8.
C/C(=N\NC(=O)CN1CCN(c2ccc(F)cc2)CC1)c1ccco1 was read as RBX1-CUL1 inh -2.
Screening Cc1ccc(C)c(Cn2cc(S(=O)(=O)c3ccc(Cl)cc3)c(=O)c3cc(F)ccc32)c1 returned RBX1-CUL1 inh 4.
Screening OC(COc1ccc2c(c1)OCO2)CN1CCN(C(c2ccccc2)c2ccccc2)CC1 (configuration not stated) returned RBX1-CUL1 inh 3.
For COc1cc(C(=O)N2CCc3ccccc32)cc(OC)c1OC the results were RBX1-CUL1 inh 6.

Of the compounds above, 2 have bromine:
Screening O=C(Nc1ccc(Br)cc1F)c1ccc(NS(=O)(=O)c2cccc(F)c2)cc1 returned RBX1-CUL1 inh 4.
CN(C)CCNCc1ccc(-c2ccc(Br)cc2)o1 was read as RBX1-CUL1 inh 4.

Other compounds follow:
`O=C1NN(c2ccccc2)C(=O)/C1=C/c1cc(Cl)ccc1OCc1ccc(Cl)cc1` gave RBX1-CUL1 inh 41*.
`O=C(Cn1cc([N+](=O)[O-])cn1)Nc1cc(C(F)(F)F)cc(C(F)(F)F)c1` gave RBX1-CUL1 inh -11.
For O=C1C=Cc2ccc(N3CCOCC3)c3cccc1c23 the results were RBX1-CUL1 inh -6.
For CCOc1cc(CNc2ccc(Cl)c(Cl)c2)cc(Br)c1OCC(=O)NC(C)(C)C the results were RBX1-CUL1 inh -10.
Screening O=S(=O)(Cc1ccc(Br)cc1)NC1CC1 returned RBX1-CUL1 inh -6.
For COc1ccc2cc(Br)ccc2c1CC(=O)Nc1ccccn1 the results were RBX1-CUL1 inh -1.
`CC1=C(C(=O)OCC2CCCO2)C(c2ccc(Cl)cc2Cl)CC(=O)N1` (configuration not stated) gave RBX1-CUL1 inh 18.
For COc1ccccc1CNS(=O)(=O)c1ccc2[nH]c3c(c2c1)CCCCC3 the results were RBX1-CUL1 inh 1.
Screening O=C1NC23c4ccccc4CCC2(C1=O)c1ccccc1N3c1ccccc1 (configuration not stated) returned RBX1-CUL1 inh -1.
`CN1/C(=C/C(=S)c2ccccc2)Oc2ccccc21` gave RBX1-CUL1 inh 6.
`Cc1cccc(OCC(=O)Nc2ccccc2N2CCN(S(C)(=O)=O)CC2)c1` gave RBX1-CUL1 inh 2.
Cc1cc(CC(O)(/C=C/c2ccccc2)c2ccccc2)on1 (configuration not stated) was read as RBX1-CUL1 inh -10.
`CCOc1ccc(OC(=O)c2cn(-c3cccc(OC)c3)c(=O)c3ccccc23)cc1` gave RBX1-CUL1 inh -2.
Screening CC(=O)c1ccc(NC(=O)CSc2ccc(-c3cccs3)nn2)cc1 returned RBX1-CUL1 inh -13.
Screening Cc1cccc(COc2cccc(/C=C3\C(=O)NN(c4ccccc4)C3=O)c2)c1 returned RBX1-CUL1 inh 17.
`CC1=NN=C(c2ccccc2)C(c2c[nH]c3ccccc23)N1O` (configuration not stated) gave RBX1-CUL1 inh 4.
CCOc1cccc(N2C(=O)NC(=O)/C(=C\c3cc(C)n(-c4ccccc4CC)c3C)C2=O)c1 was read as RBX1-CUL1 inh 1.
Cc1nnc(N2CCC(C(=O)NC(C)C)CC2)c2nn(-c3ccccc3)c(C)c12 was read as RBX1-CUL1 inh 6.
Screening CC(=O)c1cn(C2OC(CO)C3OC(C)(C)OC32)c(=O)n(C)c1=O (configuration not stated) returned RBX1-CUL1 inh 0.
Screening COc1cccc(-c2n[nH]c3c2CN(C(=O)c2cc(C)nc(C)n2)CC3)c1 returned RBX1-CUL1 inh -1.

The list goes on; the last 4 above are carried over.
CCOc1cccc(N2C(=O)NC(=O)/C(=C\c3cc(C)n(-c4ccccc4CC)c3C)C2=O)c1 was read as RBX1-CUL1 inh 1.
Cc1nnc(N2CCC(C(=O)NC(C)C)CC2)c2nn(-c3ccccc3)c(C)c12 was read as RBX1-CUL1 inh 6.
Screening CC(=O)c1cn(C2OC(CO)C3OC(C)(C)OC32)c(=O)n(C)c1=O (configuration not stated) returned RBX1-CUL1 inh 0.
Screening COc1cccc(-c2n[nH]c3c2CN(C(=O)c2cc(C)nc(C)n2)CC3)c1 returned RBX1-CUL1 inh -1.
`CCCC(=O)Nc1cc(Cl)ccc1N1CCN(C(=O)CCC)CC1` gave RBX1-CUL1 inh -2.
`COc1cc2ncnc(CCC3C(=O)CCCC3=O)c2cc1OC` gave RBX1-CUL1 inh 2.
Screening Cc1ccc(C)c(NC(=O)c2ccc(Br)cc2Br)c1 returned RBX1-CUL1 inh -2.
Screening CCOC(=O)c1ccc(N=C2S/C(=C/c3cccc(OC)c3)C(=O)N2CC)cc1 returned RBX1-CUL1 inh -5.
Cc1ccc2c(c1)C(C)(Cc1nc(SC3CC(=O)N(c4ccccc4)C3=O)nc3ccc(C)cc13)NC(=S)N2 (configuration not stated) was read as RBX1-CUL1 inh -4.
For COc1ccc(CC2(CO)CCN(Cc3cc(CC(C)C)n[nH]3)CC2)cc1 the results were RBX1-CUL1 inh 4.
Screening Cc1nc(NCCSc2nnc(C)s2)cc(C2CCCNC2)n1 (configuration not stated) returned RBX1-CUL1 inh 5.
`Cc1ccc(C(=O)/C=C/c2ccco2)c(O)c1` gave RBX1-CUL1 inh 34*.
Screening C/C(=N/Nc1nc(-c2cccnc2)cs1)c1ccc(Cl)c(Cl)c1 returned RBX1-CUL1 inh 5.
Screening NC(=O)c1ccc(-c2cnn(CC(=O)Nc3ccnn3-c3ccccc3)c2)o1 returned RBX1-CUL1 inh -2.
Screening CCc1ccccc1NC(=O)C1(S(=O)(=O)c2ccc(Cl)cc2)CC1 returned RBX1-CUL1 inh 0.
Screening CCOCCCNC(=O)c1c(NC(=O)c2cc(=O)c3cc(C)c(C)cc3o2)sc2c1CCC2 returned RBX1-CUL1 inh 0.
Cc1ccc2onc(CNC(=O)N3CCN(c4cccc(C(F)(F)F)c4)CC3)c2c1 was read as RBX1-CUL1 inh -8.
Screening COc1ccc(Nc2ncnc3sc4c(c23)CCCC4)cc1 returned RBX1-CUL1 inh -10.
Screening O=C1N=C(N2CCOCC2)S/C1=C\c1cn(-c2ccccc2)nc1-c1cc2ccccc2o1 returned RBX1-CUL1 inh -1.
COc1cc(OC)cc(C(=O)NCCSCc2ccc(Cl)c(Cl)c2)c1 was read as RBX1-CUL1 inh 4.
For Cc1cc(N2CCCCC2)ccc1/C=C1/SC(=O)N(CC(=O)OC(C)C)C1=O the results were RBX1-CUL1 inh -1.
Screening Clc1nc2ccccc2n2c(-c3ccccc3)nnc12 returned RBX1-CUL1 inh 25*.
CN1C(=O)C(/C(=N/NC(=O)Nc2ccccc2)c2nn[nH]n2)C(=O)c2ccccc21 (configuration not stated) was read as RBX1-CUL1 inh 10.
O=C(COc1ccccc1)NC(=S)N1CCc2ccccc21 was read as RBX1-CUL1 inh -8.
Screening O=C(CSc1nc2c([nH]c3ccccc32)c(=O)n1-c1cccc(Cl)c1)N1CCCC1 returned RBX1-CUL1 inh 1.
COc1cccc(NC(=O)CN(C)S(=O)(=O)c2cccs2)c1 was read as RBX1-CUL1 inh 1.
For Cc1ccc(S(=O)(=O)c2nnn3c2nc(NCc2cccs2)c2sccc23)cc1 the results were RBX1-CUL1 inh -18.
For COc1c(Cl)cc(C(=O)Nc2cc(-c3nc4ccccc4[nH]3)ccc2C)cc1Cl the results were RBX1-CUL1 inh 1.
For O=C(O)c1ccc(-c2nc3ccccc3n2-c2ccccc2)cc1 the results were RBX1-CUL1 inh 11.
Screening CCOC(=O)C1=C(C)N=c2s/c(=C\c3cc([N+](=O)[O-])cc(OCC)c3O)c(=O)n2C1c1ccccc1 (configuration not stated) returned RBX1-CUL1 inh 7.
For Cn1c(Oc2ccccc2N=Cc2cc(Cl)ccc2O)cc(=O)n(C)c1=O the results were RBX1-CUL1 inh -2.
`COc1cccc(N2CCN(C(=O)C(C)Oc3ccc(C)cc3)CC2)c1` (configuration not stated) gave RBX1-CUL1 inh 5.
For COc1ccc(C2CC(=O)N(Cc3cccc(F)c3)c3ccccc3S2)cc1 (configuration not stated) the results were RBX1-CUL1 inh 2.
Screening CC(C)c1cc(=O)[nH]c(SCC(=O)NC2CCCCC2)n1 returned RBX1-CUL1 inh 4.
COCCNC(=O)C1=CC(c2ccc3c(c2)OCO3)=NS(=O)(=O)N1C was read as RBX1-CUL1 inh 2.
`O=C(Nc1cnn(-c2ccc(C(=O)N3CCN(c4nc5ccccc5s4)CC3)cc2)c1)c1ccoc1` gave RBX1-CUL1 inh -1.
For Cc1occc1C(=O)N1CCCC(C(=O)Nc2ccccc2Oc2cccnc2)C1 (configuration not stated) the results were RBX1-CUL1 inh 3.
Screening COc1ccc2c(Sc3ccc(C)cc3)c(C(=O)NCC(C)c3ccccc3)[nH]c2c1 (configuration not stated) returned RBX1-CUL1 inh -7.
Screening COc1ccc2c(Sc3ccccc3)c(C(=O)N3CCC(C)CC3)[nH]c2c1 returned RBX1-CUL1 inh 1.
Screening Cn1c(=O)c2c(nc3n(CCCN4CCOCC4)c(-c4ccc(Br)cc4)cn23)n(C)c1=O returned RBX1-CUL1 inh -2.
Screening O=C1N=CC(c2ccncc2)C(=O)N1 (configuration not stated) returned RBX1-CUL1 inh -8.
`CC(C)N1C(=O)S/C(=C/c2cccnc2)C1=O` gave RBX1-CUL1 inh 9.
Screening CCc1c(C)nc(Nc2nc(C)c3cc4c(cc3n2)CCC4)[nH]c1=O returned RBX1-CUL1 inh -6.
`Cc1nnc(N2CCC(C(=O)NC3CCCCC3)CC2)c2nn(-c3ccccc3)c(C)c12` gave RBX1-CUL1 inh -3.
For CCC(C)n1c(C)c(C)n2c3c(=O)n(CC)c(=O)n(C)c3nc12 (configuration not stated) the results were RBX1-CUL1 inh -11.
For Cn1[nH]c(=O)c(Cl)c(Cl)c1=O the results were RBX1-CUL1 inh 0.
For NS(=O)(=O)c1ccc(-n2cccc2/C=C2/C(=O)NN(c3ccc(Cl)cc3)C2=O)cc1 the results were RBX1-CUL1 inh 3.
For O=C(Nc1ccc(-c2nc3cc(NC(=O)C(F)(F)F)ccc3s2)cc1)C(F)(F)F the results were RBX1-CUL1 inh -4.
`COCCN1CCC(CN(Cc2ccncc2)Cc2ccccc2OCCO)CC1` gave RBX1-CUL1 inh 5.
For O=C(c1ccc(N2CCCOCC2)nc1)N1CCC(CCn2cccn2)CC1 the results were RBX1-CUL1 inh -12.
Screening CC(C)c1cc(/C=C2\OC(=O)c3ccccc32)cc(C(C)C)c1O returned RBX1-CUL1 inh -9.
Screening COc1ccc(-c2n[nH]c3c2cnc2cc(OC)c(OC)cc23)cc1 returned RBX1-CUL1 inh -3.
Screening CCCc1cc(NC2CCCC2)n2c(nc3ccccc32)c1C#N returned RBX1-CUL1 inh 5.
COc1ccc(NC(=O)c2ccc3snnc3c2)cc1OC was read as RBX1-CUL1 inh -12.
Screening Cc1ccc2oc(=O)c3cnn(CC(=O)N4CCN(c5ccccc5F)CC4)c3c2c1 returned RBX1-CUL1 inh 1.
`CCCc1cc(C(=O)Nc2cccc(C)c2C)n(C)n1` gave RBX1-CUL1 inh 0.
For Cc1ccc(/C=C/c2cc(-c3ccccc3)o[n+]2C)cc1 the results were RBX1-CUL1 inh 4.
CCc1c(-c2ccccc2)nc(N)c(C#N)c1-c1ccc(O)c(OC)c1 was read as RBX1-CUL1 inh 2.
`O=C(Nc1ccc(Cl)cc1)c1ccc2c(c1)N(Cc1ccccc1)CCS2` gave RBX1-CUL1 inh 3.
COc1ccc(N2C(=O)C(Cl)(Cl)[C@H]2c2ccccc2)cc1 was read as RBX1-CUL1 inh 2.
`Cn1cccc1CNCc1ccccc1Cl` gave RBX1-CUL1 inh 4.
O=C(Cc1ccc(Cl)cc1)Nc1nc2ccc(Cl)cc2s1 was read as RBX1-CUL1 inh 0.
Screening CCCCOc1ccc(C2C3=C(CCCC3=O)OC(=N)C2C#N)cc1OC (configuration not stated) returned RBX1-CUL1 inh 3.
`O=C1N(Cc2cccnc2)C[C@@H]2C[C@@H](c3c(F)cccc3Cl)N3CCC[C@@]123` gave RBX1-CUL1 inh 6.

For convenience, part of the list above:
For CCC(C)n1c(C)c(C)n2c3c(=O)n(CC)c(=O)n(C)c3nc12 (configuration not stated) the results were RBX1-CUL1 inh -11.
For Cn1[nH]c(=O)c(Cl)c(Cl)c1=O the results were RBX1-CUL1 inh 0.
For NS(=O)(=O)c1ccc(-n2cccc2/C=C2/C(=O)NN(c3ccc(Cl)cc3)C2=O)cc1 the results were RBX1-CUL1 inh 3.
For O=C(Nc1ccc(-c2nc3cc(NC(=O)C(F)(F)F)ccc3s2)cc1)C(F)(F)F the results were RBX1-CUL1 inh -4.

This is a subset; rates above refer to the full screens.
